# High-throughput results: PubChem, several laboratories
# Rad51 HR inh = Rad51 (human) homologous recombination inhibition. AID 1385. inhibition, % at 10 µM. actives 0.085% (n = 200,000). hRad51 DNA strand exchange, fluorescence dequenching. Q06609;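 active = inhibition above 40% at the single screening dose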;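 also: 0% = DMSO control wells and 100% = blanks with heterologous ssDNA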
#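 Test system: preformed human Rad51 ssDNA filaments; also added: Donor/quencher-labelled 47-bp dsDNA substrate; doses: 10 µM final, single point; times: 37 °C 15-min filament assembly, 30-min compound preincubation, 15-min exchange; detection: FRET fluorescence dequenching, excitation 485 nm, emission 520 nm; read-out basis: Fluorescence-based percent inhibition, control- and blank-normalised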
# Cl transport mod = KCC2 (human) Cl- transport modulation. actives 2.2% (n = 190,000). AID 1456. B-score of Tl+ flux slope (higher = more flux/activation; lower = inhibition) at 10 µM. Q9H2X9. KCC2 cells, thallium flux FluoZin-2 fluorescence;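 active = thallium flux slope and its plate-corrected score both differing from the plate sample mean at a set confidence after two filtering rounds, in either direction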;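 also: slope of fluorescence scaled to starting intensity during 10 to 20 s after thallium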
# EBV gp42 inh = EBV gp42 inhibition; Fluorescence polarization binding assay, mP read-out; inhibition, % (tested at 21.74 µM); actives 0.42% (n = 220,000); AID 1085; in the data active = inhibition above about 50%
# Target sequence (Q1HVG2 whole entry, looked up): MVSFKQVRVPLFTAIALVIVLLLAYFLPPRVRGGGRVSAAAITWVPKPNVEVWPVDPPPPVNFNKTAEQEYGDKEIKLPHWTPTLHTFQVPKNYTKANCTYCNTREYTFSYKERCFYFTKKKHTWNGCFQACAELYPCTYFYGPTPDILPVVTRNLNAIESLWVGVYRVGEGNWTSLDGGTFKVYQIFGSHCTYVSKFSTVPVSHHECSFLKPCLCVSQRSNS
# 14-3-3 Bad PPI = disrupts binding of bovine 14-3-3 zeta to phospho-Bad peptide | P63103 | TR-FRET 14-3-3zeta/Dy647-pBad peptide displacement, 1 h | inhibition, % at 21.7 µM | actives 0.71% (n = 220,000) | AID 781;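 active = inhibition above about 70%, limit read from the data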;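 also: 0% = full 14-3-3 plus peptide FRET controls and 100% = background without 14-3-3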
# Target sequence (P63103 whole entry, looked up): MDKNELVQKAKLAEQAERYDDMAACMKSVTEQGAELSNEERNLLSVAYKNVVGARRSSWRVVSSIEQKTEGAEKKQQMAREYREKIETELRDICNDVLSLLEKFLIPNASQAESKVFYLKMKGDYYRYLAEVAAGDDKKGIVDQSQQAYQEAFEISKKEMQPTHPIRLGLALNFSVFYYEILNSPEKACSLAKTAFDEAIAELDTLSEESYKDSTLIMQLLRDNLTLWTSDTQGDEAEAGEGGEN
# thrombin 1536 = blocks human thrombin protease activity; P00734; alpha-thrombin, Boc-VPR-AMC fluorogenic substrate cleavage; inhibition, % at 5 µM; actives 0.26% (n = 220,000); AID 1046;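 active = inhibition at or above 40%; inactive = inhibition below 40%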;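 also: 0% = enzyme with no compound and 100% = wells without enzyme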
#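 Test system: human alpha-thrombin protein / Dosing: one concentration per compound, 5 µM, with 0.2% DMSO / Medium: pH 7.5 Tris-saline with Tween 20 / Benchmarks: no-compound enzyme wells and no-enzyme blanks / Read-out basis: percent inhibition of thrombin substrate cleavage / Timing: reaction at room temperature / Measured by: fluorescence, ex 355 nm, em 460 nm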
# p47phox inh = blocks human p47phox regulatory protein of NADPH oxidases; P14598; p47phox/p22phox peptide binding, fluorescence polarization, 2 h; inhibition, % at 24.7 µM; actives 0.53% (n = 220,000); AID 1274;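 also: 0% = p47phox with labelled peptide and 100% = labelled peptide alone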
# Target sequence (P14598 whole entry, looked up): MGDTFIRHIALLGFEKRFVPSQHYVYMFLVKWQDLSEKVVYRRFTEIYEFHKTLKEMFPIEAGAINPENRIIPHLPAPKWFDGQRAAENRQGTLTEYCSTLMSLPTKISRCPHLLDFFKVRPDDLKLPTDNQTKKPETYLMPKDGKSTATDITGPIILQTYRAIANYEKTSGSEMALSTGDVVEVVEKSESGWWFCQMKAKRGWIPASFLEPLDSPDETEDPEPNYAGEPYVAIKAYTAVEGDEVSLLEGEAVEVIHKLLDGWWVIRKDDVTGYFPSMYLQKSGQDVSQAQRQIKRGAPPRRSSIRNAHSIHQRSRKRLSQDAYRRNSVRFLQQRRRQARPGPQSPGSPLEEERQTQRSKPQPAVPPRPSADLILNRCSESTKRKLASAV
# Furin inh = blocks human furin protease activity; purified furin, fluorogenic substrate cleavage; inhibition, % at 30 µM; actives 0.061% (n = 220,000); AID 463115; in the data active = inhibition above about 25%; also: inactives centre near -15
# KLK5 inh = blocks human kallikrein 5 protease activity; Q9Y337; actives 0.59% (n = 210,000); recombinant hK5, fluorogenic AMC substrate cleavage; inhibition, % at 5 µM;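 active = inhibition of 40% or more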;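 also: 0% = enzyme controls without compound and 100% = no-enzyme blanks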
# Target sequence (Q9Y337 67-293 limits assumed): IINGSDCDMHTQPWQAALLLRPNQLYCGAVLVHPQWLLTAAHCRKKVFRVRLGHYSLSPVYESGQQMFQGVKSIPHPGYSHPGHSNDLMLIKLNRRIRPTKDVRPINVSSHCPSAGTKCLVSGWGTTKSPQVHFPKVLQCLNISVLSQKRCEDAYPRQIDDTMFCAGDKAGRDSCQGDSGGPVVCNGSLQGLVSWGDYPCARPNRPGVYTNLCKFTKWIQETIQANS
# eIF4E-4G inh = inhibitors of eIF4E and eIF4G interaction in translation initiation; inhibition, % at 21.7 µM; TR-FRET eIF4E-eIF4GI(517-606) binding, 2 h; P63073+Q04637; actives 0.37% (n = 220,000);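 also: 0% = full FRET control wells and 100% = background wells lacking eIF4GI fragment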
# * hit, by the source's call; · = no result given; [ ] = another dose, or the depositor's remark.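 The calls were made as follows, unless noted: active = inhibition above about 30% (limit read from the data); inactive = the rest.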
SMILES,Rad51 HR inh,Cl transport mod,EBV gp42 inh,14-3-3 Bad PPI,thrombin 1536,p47phox inh,Furin inh,KLK5 inh,eIF4E-4G inh
O=C1C(=O)c2ccccc2C(O)=C1CCCCl,19,0.89,-17,-2,5,-2,6,-10,1
CCOc1ccc(CCNC(=O)CCc2c(C)nc3ncnn3c2C)cc1OCC,-7,-0.36,-18,6,-18,-13,-30[20 µM],-1,-2
COc1ccc(NC(=O)CN2C(=O)c3cccc4cccc2c34)cc1OC,1,·,1,-7,-4,-11,-17[20 µM],-3,5
Cn1c(SCC(=O)NNC(=O)Cc2ccccc2)nnc1-c1ccc(Cl)cc1,-3,·,-15,-13,3,-8,-17[20 µM],-22,-2
N/C(CC(=O)Nc1ccc(F)cc1)=N\O,-1,1.9,-15,-4[fluorescence artefact?],-1,-25,-16,-4,-1[fluorescence artefact?]
CCNCCOC(c1ccccc1)c1ccccc1,2,-0.78,-18,5,2,-13,-12[20 µM],-8,7[fluorescence artefact?]
CCC(c1nnc(SCC(=O)Nc2ccc(C(C)=O)cc2)n1C1CCCCC1)N(C)C (stereo unspecified),0,-0.68,-1,-2[fluorescence artefact?],-10,-8,-2,-15,1
CN1CCN(CC(=O)N2c3ccccc3C(C)(c3ccccc3)CC2(C)C)CC1 (stereo unspecified),17,-1.2,-12,2,5,-4,-12[20 µM],-7,4[fluorescence artefact?]
CC(=O)Nc1nc(-c2ccc3c(c2)CCN3S(C)(=O)=O)cs1,-4,·,9,-3,-1,-3,-14,7,-5
O=C(NC1CCCCC1)n1c(=O)oc2ccc(Cl)cc21,4,·,-13,11,-5,-11,-13[20 µM],-9,-11

# 5 structures from above, ordered by length of the SMILES, descending.
SMILES,Rad51 HR inh,Cl transport mod,EBV gp42 inh,14-3-3 Bad PPI,thrombin 1536,p47phox inh,Furin inh,KLK5 inh,eIF4E-4G inh
CN1CCN(CC(=O)N2c3ccccc3C(C)(c3ccccc3)CC2(C)C)CC1 (stereo unspecified),17,-1.2,-12,2,5,-4,-12[20 µM],-7,4[fluorescence artefact?]
CCOc1ccc(CCNC(=O)CCc2c(C)nc3ncnn3c2C)cc1OCC,-7,-0.36,-18,6,-18,-13,-30[20 µM],-1,-2
CC(=O)Nc1nc(-c2ccc3c(c2)CCN3S(C)(=O)=O)cs1,-4,·,9,-3,-1,-3,-14,7,-5
O=C(NC1CCCCC1)n1c(=O)oc2ccc(Cl)cc21,4,·,-13,11,-5,-11,-13[20 µM],-9,-11
CCNCCOC(c1ccccc1)c1ccccc1,2,-0.78,-18,5,2,-13,-12[20 µM],-8,7[fluorescence artefact?]

# (list continues)
SMILES,Rad51 HR inh,Cl transport mod,EBV gp42 inh,14-3-3 Bad PPI,thrombin 1536,p47phox inh,Furin inh,KLK5 inh,eIF4E-4G inh
CC(C)c1ccc(C2C(C#N)=C(N)Oc3c2oc(CO)cc3=O)cc1 (stereo unspecified),-4,-0.36,-17,-8,-7,-4,-25,-6,0
CCOc1ccccc1NC(=O)N1CCC(NC(=O)c2cccc(C)c2)CC1,-1,·,-15,80*[fluorescence artefact?],2,13,7,-12,56*
Cc1cc(C)cc(Nc2nc(-c3ccc(S(=O)(=O)N4CCCC4)cc3)cs2)c1,-6,0.08,-20,0,-13,-18,-13,-16,15
COc1ccc(CC(=O)OCC(=O)Nc2ccc(N3CCOCC3)cc2)cc1,8,0.62,-7,-9,1,1,-18,9,9
O=C(CSc1cccc[n+]1[O-])c1cc2ccccc2o1,0,7.2*,-26,-4,0,-3,-5,-6,4
COc1ccc(S(=O)(=O)N2CCOCC2)cc1NC(=O)CN(C)Cc1c(F)cccc1Cl,9,-3.5,-9,-9,·,-7,-16,-2,-4
Cc1cccc(OCC(=O)N/N=C\C=C\c2ccc3c(c2)OCO3)c1C,·,0.17,8,8,-3,0,-13[20 µM],-2,-15
CCOC(=O)Cn1cnc([N+](=O)[O-])n1,-3,0.29,-3,4,2,-5,-16[20 µM],6,3
COc1ccccc1-n1c(C)nnc1SCC(=O)Nc1cc(C)cc(C)c1,0,0.13,-14,12,3,-5,-9,4,-1
O=C(Cn1cnc2c(nnn2Cc2ccc(Cl)cc2)c1=O)NCC1CCCO1 (stereo unspecified),-2,-0.67,-9,8,-2,0,-18[20 µM],5,1
Cc1ccc(S(C)(=O)=NC(=O)NC(=O)c2c(Cl)cccc2Cl)cc1 (stereo unspecified),3,0.57,-7,3,-3,-12,-25,-7,5
CCCCN(CC)C(=O)Cn1c(=O)sc2ccccc21,-3,0.016,4,-6,-12,-3,-20[20 µM],-16,7
CCOC(=O)C1=C(N)Oc2ccc3ccccc3c2C1c1cccnc1 (stereo unspecified),1,-0.38,-18,8,0,-3,-10[20 µM],1,-4[fluorescence artefact?]
COc1cccc(CNc2ncnc3cc(Cl)ccc23)c1,-2,0.05,7,1,·,2,-25,-4,-2
CCC1=C2CC[C@H]3C(=O)N(CC)C(=O)[C@H]3[C@H]2[C@@]2(Cc3ccccc3)C(=NCCOC)OC(=O)N2C1=O,-2,-0.86,-20,-2,-2,-9,-31,5,-1
Cc1ccc(N2CC(C(=O)Nc3ccc4c(c3)OCO4)CC2=O)cc1 (stereo unspecified),2,·,-6,-6[fluorescence artefact?],0,1,-24,-1,5
Cc1oc(/C=N/NC(=O)CC2(C)OCCO2)cc1Br,-6,0.46,-11,-6,-3,-5,-22,-7,4
NNC(=O)c1sccc1OCc1ccc(Cl)cc1,0,1.2,-8,-2,-1,0,2,3,3
COc1ccc(-c2nnc(SCC(=O)Nc3cc(F)ccc3C)o2)cc1,-1,·,-5,1,0,1,-10,-4,-1
O=C(N/N=C/C1CC=CCC1)c1ccc(Cl)cc1O (stereo unspecified),3,1.6,1,-6[fluorescence artefact?],-9,-6,-15,8,-3[fluorescence artefact?]
CCN(CC)CC(=O)Nc1c(C)cc(C(C)(C)C)cc1C,0,-0.0022,-4,6[fluorescence artefact?],-2,2,-16,8,-3
O=C(COc1cccc2cccnc12)N/N=C/c1ccc(O)cc1,7,-0.94,-4,-27,0,-14,-17,3,0
CCn1c(SCC(=O)NC(C)(C)C)nnc1-c1ccoc1C,7,·,-1,-12,-4,9,-10[20 µM],-10,1
CC(C)c1ccc(C(=O)Nc2ccc(N3CCOCC3)cc2)cc1,·,-1.1,-1,6[fluorescence artefact?],-8,10,0,-7,-5[fluorescence artefact?]
CCc1ccc(CNC(=O)CCc2nnc(Cc3cccc(C(F)(F)F)c3)o2)nc1,9,-0.24,-9,-14,-1,-6,-17,·,2
CC(=O)NC(CC(=O)Nc1ccc(S(=O)(=O)N2CCCCC2)cc1)c1ccccc1 (stereo unspecified),-3,0.11,-21,-10,-6,-5,-21[20 µM],-11,-1[fluorescence artefact?]
Cc1cc(SCC(=O)NCCN2C(=O)CSC2=O)nc2c(C)cccc12,3,0.039,-13,-16,-10,-6,-6,-15,1[fluorescence artefact?]
O=C(O)CCCCCNCc1ccncc1,-3,0.75,-14,2,-23,-5,-34,3,-2
CC(=O)N1CCc2cc(S(=O)(=O)CCC(=O)NCc3ccco3)ccc21,5,-0.58,-11,-10,-12,1,-29,-6,-7
COc1ccccc1Cc1nc2ccccc2n1S(=O)(=O)c1ccc(Cl)cc1,9,0.76,15,15[fluorescence artefact?],-7,-4,-5,-6,22
C=CCc1ccc(O)c(-c2ccc(O)c(CC=C)c2)c1,8,0.33,-10,3,1,-9,-14,4,-3
Cc1ccc2nc(NC(=O)c3ccc(Cl)s3)sc2c1,-4,1.3,-20,13,-4,-8,-30,-1,-5
COc1cc(/C=C2/C(=N)N3OC(C)=CC3=NC2=O)ccc1OCCOc1ccc(C)cc1,-4,·,-19,3,3,-30,-17[20 µM],-46,-18
c1ccc(C2=Nc3cccc4cccc(c34)N2)cc1,10,-0.4,21,-10,1,-24,-16,26,9
CCC(C)Nc1c([N+](=O)[O-])cc(C)cc1[N+](=O)[O-] (stereo unspecified),·,·,10,-3,-4,-8,-20[20 µM],22,10
CC(=O)NC(CCS(C)(=O)=O)C(=O)Nc1ccc(F)cc1Cl (stereo unspecified),·,-0.45,-9,-6[fluorescence artefact?],0,-10,-18,-27,-13
O=c1c2c3c(sc2nc2n1CCCC2)CCCC3,4,1.2,-21,-8,7,2,-16[20 µM],-3,-1[fluorescence artefact?]
CN(C)c1ccc(/C=N/NC(=O)Cn2nnc3ccccc32)cc1,16,0.24,0,2,15,3,7,17,-4
CCc1ccc(Oc2coc3cc(OC(=O)c4cc5ccccc5oc4=O)ccc3c2=O)cc1,3,0.73,7,12,-9,11,-3,-10,4
CC1=C(C(N)=O)C(c2ccccn2)n2nc(SCc3ccccc3)nc2N1 (stereo unspecified),-9,-2.3,-26,2,1,-16,-16[20 µM],-10,1
CC1Cc2ccccc2N1C(=O)CSc1nnc(Cn2nnc3ccccc32)n1C (stereo unspecified),3,-1.1,-12,4,-20,-5,-29,-5,3
Cc1ccc(C(C)C)c(OCc2nnc(SCC(=O)Nc3ncc(C)s3)n2C)c1,-6,-0.014,8,-9,0,-9,-20[20 µM],-27,-8[fluorescence artefact?]
CN1CCN(C(=O)c2cc(C(C)(C)C)cc(C(C)(C)C)c2)CC1,-7,0.63,-9,-3,-5,6,-12,0,3
CCOC(=O)C1CCN(c2c(C(=O)c3ccccc3)cnc3ccc(CC)cc23)CC1,-8,-0.47,12,-2,-6,-6,-9,0,-1
N/C(=N\OC(=O)CN1C(=O)c2ccccc2C1=O)c1ccc(Cl)cc1,·,0.13,-4,-3,4,-8,-20,·,-2
Cc1cc(C)cc(Oc2nc3c(C)cccn3c(=O)c2/C=C(\C#N)C(=O)NC2CCS(=O)(=O)C2)c1 (stereo unspecified),·,-1.8,-5,5,-9,-28,11,-12,-2
CCOc1ccccc1C(=O)Nc1nncs1,-4,·,10,-10,-5,5,-23,-14,-9
Cc1[nH]n(-c2ccccc2)c(=O)c1C(c1cccc([N+](=O)[O-])c1O)c1c(C)[nH]n(-c2ccccc2)c1=O,4,-0.16,8,0,-4,-5,-14,-12,-25
O=C(CSc1nc2ccccc2s1)Nn1cnnc1,-2,·,-1,-7,-9,1,-22,-23,8
O=C(NCc1ccccn1)c1cccc(NS(=O)(=O)c2cccc(Cl)c2)c1,17,-1,7,-1[fluorescence artefact?],-6,6,-11,-7,-2

# Continued.
SMILES,Rad51 HR inh,Cl transport mod,EBV gp42 inh,14-3-3 Bad PPI,thrombin 1536,p47phox inh,Furin inh,KLK5 inh,eIF4E-4G inh
CCCn1c(=O)[nH]c(=O)c2c1nc(-c1ccc(OC(F)F)cc1)n2CCN1CCOCC1,10,-0.5,-17,36[fluorescence artefact?],0,-87,-21[20 µM],-30,3
COC(=O)c1c(NC(=O)COC(=O)[C@@H](NS(=O)(=O)c2cccc(Cl)c2)C(C)C)sc2c1CCC2,·,0.26,-5,-14[fluorescence artefact?],0,-26,-8,-7,-11
COc1cc(/C=C2\SC(=Nc3ccc(O)cc3)NC2=O)cc(OC)c1O,-17,-0.12,-18,-1,23,-135,-16,-1,9
CC1CC(C)CN(S(=O)(=O)c2cc(C(=O)O)c(Cl)s2)C1 (stereo unspecified),·,-0.47,-1,-2[fluorescence artefact?],-4,8,-4,2,-6
O=S(=O)(NCC1COc2ccccc2O1)c1ccc2ccccc2c1 (stereo unspecified),4,0.5,-1,-5,-8,-13,-12,-15,7
CS(=O)(=O)Nc1ccc(C2=NN(C(=O)c3ccco3)C(c3ccccc3F)C2)cc1 (stereo unspecified),8,-0.61,-3,-3,4,-27,-9,-15,1
COc1ccc(C(=O)Nc2ccc(-n3nncc3C(C)(C)C)cc2)cc1,0,-0.021,0,3,-11,-8,-12,-5,0
COc1ccc(-c2nn(-c3ccccc3)cc2/C=C/C(=O)N2CCN(c3ccccn3)CC2)cc1,-12,-1.6,-9,3,-5,-10,-13,-1,-10
